Screening data (PubChem)
human PMI inhibition – inhibitors of human PMI, primary screen, biochemical, fluorescence intensity, coupled assay (AID 1209); purified PMI enzyme, coupled fluorescence intensity; higher % means a stronger effect; inhibition, % at 20 µM, or IC50 in µM where a hit was titrated; 190,000 tested, 0.42% active;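 also: plate controls were DMSO vehicle for no effect and wells lacking substrate for full effect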
Autophagy HCS – modulators of autophagy; 190,000 tested, 0.98% active; MEF GFP-LC3 puncta imaging; test concentration mostly 10 µM; calls only at 10 µM (by protocol);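 active = percentage of spot-positive cells more than 3 SD above its plate mean, without a fluorescence outlier flag or 80% toxicity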;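 also: spot-positive cell cutoff set from DMSO-treated cells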
MT stabilizer – microtubule stabilization, imaging screen | HeLa tubulin immunostaining HCS, 24 h; share of cells brighter than vehicle mean+2SD | % tubulin-high responders, % at 10 µM | 200,000 tested, 0.83% active | AID 2205;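 active = plate Z-score above 3 for both tubulin-high and condensed-nucleus cell shares, with cell loss under 80%, at 10 µM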;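 also: anti alpha tubulin signal scored within the nucleus-defined area of each cell; some results filed as inactive read as strong as hits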
bCat nuc transl – beta-catenin nuclear translocation modulation; HeLa beta-catenin nuclear translocation, immunofluorescence imaging; 190,000 tested, 0.3% active; nuclear translocation activity, % at 5 µM;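 active = nuclear translocation activity above 50% at 5 µM, with a well cell count of 50 or more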;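 also: per-cell ratio of nuclear to cytoplasmic median beta-catenin stain intensity; plate controls were DMSO negative control for no effect and GSK-3 inhibitor IX positive control for full effect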
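Assay system: human HeLa cells, native beta-catenin; doses: 5 µM primary, 0.02–20 µM confirmation; incubation: compound treatment 24 h, 37°C, 5% CO2; technique: fluorescence imaging of beta-catenin antibody stain plus DAPI; measure: % activation, nuclear-to-cytoplasmic median beta-catenin signal ratio per cell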
PMI inhibition – human PMI inhibitors, high substrate, primary screen, biochemical, fluorescence intensity, high mannose 6-phosphate (AID 1220); recombinant PMI enzyme, coupled fluorescence intensity; higher % means a stronger effect; inhibition, % at 20 µM; hits with a dose series show IC50 in µM; 190,000 tested, 0.66% active
WT yeast gro inh – growth inhibition of WT yeast, mitochondrial fusion screen | AID 1362 | mitochondrial fusion phenotypic screen, WT strain | inhibition, % at 10 µM | 190,000 tested, 2.1% active; in the data active = inhibition above about 58%; tested in S. cerevisiae
Dynein cargo inh – dynein cargo transport inhibition | 3617.4 mouse cells, GR-EGFP nuclear translocation imaging; test concentration mostly 20 µM; stimulated with dexamethasone, 1 µM; hits give low values | z-score, hits read low | 220,000 tested, 0.47% active | AID 1381;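 active = plate z-score of nuclear minus cytoplasmic receptor signal below a set negative limit, without overly bright fluorescence or cell loss, cut at about -3.5 in these data, passing the limit was not always enough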;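 also: z-score of nuclear minus cytoplasmic ring GR-EGFP intensity difference per well; some compounds called inactive have numbers as strong as hits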
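medium = tetracycline-free induction medium containing charcoal-stripped FBS | also added = 1.0 µM final dexamethasone stimulus | schedule = 48 h induction, 1 h compound, 30 min dex at 37 °C | technique = fixed, Hoechst-stained cells imaged at 10x for EGFP | measure = GR-EGFP nuclear translocation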
Yfh1-off respiration – enhancers of respiration in Yfh1-depleted yeast, dose response, Friedreich's ataxia, plus single-dose screen (AID 1465); S. cerevisiae Yfh1-off respiration, WST-1 reduction, 72 h; higher fold induction means a stronger effect; fold induction at 50 µM, or EC50 in µM where a hit was titrated; 220,000 tested, 0.074% active;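 active = fold induction of absorbance versus untreated yeast above a set limit, then at least 30% activation at any dose in follow-up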;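 also: activators that raise dye reduction in frataxin-depleted yeast; strong numbers were not always called active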
Insulin prom up – MIN6 insulin promoter up-regulation; MIN6 insulin promoter-GFP reporter, high-content imaging; hits give high values; z-score at 5 µM; 190,000 tested, 0.3% active;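 active = z-score above 3 at 5 µM with at least 500 cells counted in the well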
WT yeast gro inh mutant strain – also measured in WT yeast gro inh; calls as there; inhibition, %; mitochondrial fusion phenotypic screen, mutant strain inhibition
Dynein cargo inh cytoplasmic EGFP – also measured in Dynein cargo inh; calls as there; z-score; measured here: cytoplasmic GR-EGFP intensity; hits give high values
Dynein cargo inh nuclear GR-EGFP – second read-out of Dynein cargo inh, no call of its own (marks repeat the call); z-score; measured here: nuclear GR-EGFP intensity;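 lower value marks the stronger effect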
Dynein cargo inh cell count – second read-out of Dynein cargo inh, no call of its own (marks repeat the call); z-score; measured here: cell count per field
Insulin prom up cell count – also measured in Insulin prom up; calls as there; cell count; measured here: cytotoxicity, nuclei count;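 total cells summed across four imaged fields per well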
bCat nuc transl cell count 5 µM – recorded beside bCat nuc transl, whose call it bears; cell count; measured here: cell count, cytotoxicity flag
MT stabilizer Hoechst-high % – also measured in MT stabilizer; calls as there; % Hoechst-high responders; measured here: nuclear condensation Hoechst responders;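 share of cells brighter than vehicle mean plus two SD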
MT stabilizer cytotoxicity % – also measured in MT stabilizer; calls as there; toxicity, %; measured here: cytotoxicity by cell density;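 0% = mean cell density of plate MIN control wells and 100% = no cells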
Autophagy HCS cell loss 18 h – second read-out of Autophagy HCS, no call of its own (marks repeat the call); toxicity, %; measured here: cell loss, nuclei count;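 cell loss after 18 h compound exposure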
* = called active by the depositor; i = inactive; . = no result given. Rule as the data show it, unless noted: active = inhibition above about 50%; inactive = the rest. The order is random. About 5% of those tested had a hit in this group.

mol	human PMI inhibition	Autophagy HCS	Autophagy HCS cell loss 18 h	MT stabilizer	MT stabilizer Hoechst-high %	MT stabilizer cytotoxicity %	bCat nuc transl	bCat nuc transl cell count 5 µM	PMI inhibition	WT yeast gro inh	WT yeast gro inh mutant strain	Dynein cargo inh	Dynein cargo inh cytoplasmic EGFP	Dynein cargo inh nuclear GR-EGFP	Dynein cargo inh cell count	Yfh1-off respiration	Insulin prom up	Insulin prom up cell count
CC(OC(=O)Cc1coc2cc3c(cc12)CCC3)C(=O)NCc1ccc2c(c1)OCO2 (stereo unspecified)	11.1%	i	-2.5	1.5	1.5	7.7	-0.2	1122	6.3%	10.0	11.1	-0.0507	-0.0729	0.301	-0.141	i	-0.37	811
O=C(N/N=C/c1ccco1)C1COc2ccccc2O1 (stereo unspecified)	6.5%	i	-1.7	3.2	2.1	5.6	0.9	1022	-0.3%	-2.3	-1.0	0.771	-0.193	0.168	-0.271	i	0.25	1406
CCCCCCCCN1C(=O)N(C)C(N(O)C(=O)NC)C1(C)C (stereo unspecified)	7.8%	i	2.7	2.1	1.4	3.4	-4.2	1388	12.2%	8.8	5.2	-0.17	-0.196	0.0352	0.144	i	0.64	1228
CCN(CC)Cc1oc(CO)cc(=O)c1O	2.3%	i	-5.2	2.9	2.1	6.0	-1.7	1051	16.5%	-14.8	2.3	0.71	-0.281	0.525	-0.339	i	0.42	1174
O=S(=O)(Nc1cccc(-c2cn3cccnc3n2)c1)c1ccc(F)cc1	-19.0%	i	-9.4	2.1	4.3	10.2	-2.1	480	-19.1%	1.3	3.9	0.104	-0.336	-0.391	0.157	i	-0.89	1341
O=C(c1ccncc1)c1nccn1-c1ccccn1	-4.5%	i	17.3	5.9	2.8	2.4	-1.4	1101	0.7%	3.9	8.5	0.0765	-0.432	-0.035	-0.103	i	0.01	1357
CCN1c2ccccc2-c2nc3ccccc3n2C1c1cccnc1 (stereo unspecified)	-4.1%	i	-1.3	1.6	1.6	7.0	-4.0	796	-4.8%	12.1	21.7	-0.367	-0.146	-0.27	-0.00289	i	-1.67	1210
COc1cc2c(cc1NC(=O)COC(=O)C1CC(=O)N(Cc3ccco3)C1)oc1ccccc12 (stereo unspecified)	-6.8%	i	-33.9	2.8	1.0	0.5	-1.0	1027	-3.5%	-4.5	4.3	0.179	0.425	0.715	-0.753	i	0.68	1444
COc1ccc(-c2cc(-c3ccccc3)c(C#N)c(S(C)(=O)=O)n2)cc1	-5.6%	i	14.9	5.2	11.3	17.0	.	.	-9.0%	-32.1	-51.2	-1.62	-0.0945	-0.507	0.989	i	.	.
CCCCNc1nc(N)ncc1[N+](=O)[O-]	.	.	.	.	.	.	-5.3	1201	.	.	.	0.223	-0.198	0.114	0.335	i	-0.06	1457
COc1cc(NC(=O)CSc2nncn2C)c(C)cc1[N+](=O)[O-]	-5.9%	i	17.8	2.1	2.2	4.5	-1.1	1125	-1.0%	2.8	-6.6	-0.793	-0.119	-0.442	0.104	i	-0.31	1297
O=C(O)CSc1ccc(NC(=O)Nc2ccccc2F)cc1	.	.	.	.	.	.	0.7	1354	.	.	.	0.0114	-0.184	-0.112	-0.0595	i	-0.13	1093
CCOc1ccc(-n2c(C)cc(C(=O)NS(=O)(=O)c3ccc(C)cc3)c2C)cc1	6.1%	i	19.9	4.0	2.2	5.9	-1.3	1165	3.9%	-16.4	2.3	0.166	-0.272	-0.0561	0.0799	i	0.26	1625
COC(=O)CNC(c1ccccc1)c1cc(Br)ccc1NS(=O)(=O)c1ccc(C)cc1 (stereo unspecified)	21.4%	i	-11.3	6.8	1.4	6.6	1.4	855	8.4%	4.9	3.0	-0.174	-0.288	-0.464	0.537	i	-0.65	2280
CCOC(=O)N1CCN(C(=O)CNC(=O)Cc2ccc(Cl)cc2)CC1	6.4%	i	4.2	4.2	2.0	1.7	.	.	8.1%	5.8	13.5	-0.578	-0.262	-0.474	0.0731	i	.	.
COc1ccc(/C=N/NC(=O)c2ccc(CSc3nc(C)cc(C)n3)cc2)cc1O	13.7%	i	-13.9	5.1	2.2	9.5	0.1	1061	9.5%	-11.6	7.8	-0.383	-0.209	-0.242	0.0174	i	0.87	1666
CCCc1cc(C(=O)Nc2cccnc2)no1	-8.6%	.	.	5.9	1.5	5.1	-1.0	1203	-11.2%	7.5	1.6	-0.0866	-0.259	-0.0403	0.173	i	1.8	867
COc1ccccc1CC(Cc1nc2ccccc2[nH]1)c1nc2ccccc2[nH]1 (stereo unspecified)	8.1%	i	25.1	3.2	1.3	11.7	-1.1	1127	2.2%	11.2	-12.0	1.66	-0.209	0.535	-0.359	i	-0.71	1430
O=C1CC(c2ccccc2)CC(O)=C1C=NCCCO (stereo unspecified)	7.3%	i	-3.4	1.6	2.3	10.6	-6.3	1073	10.8%	-13.2	-14.2	-0.115	0.25	0.0721	0.788	i	0.05	1159
CCN(C(=O)CSc1cc(C)c2ccccc2n1)C1CCS(=O)(=O)C1 (stereo unspecified)	-43.0%	i	-8.3	1.8	3.3	10.8	1.3	1062	-31.0%	-19.8	2.5	-0.599	-0.319	-0.308	-0.316	i	0.57	1242
CCOC(=O)c1c(NC(=O)COC(=O)c2ccccn2)sc2c1CCC2	8.7%	i	3.3	7.9	1.7	7.2	2.6	1040	9.7%	-4.4	9.6	1.29	-0.236	0.719	-1.05	i	-0.19	1364
CCOC(=O)c1sc(NC(=O)c2ccco2)c(C#N)c1C	3.7%	i	-47.4	3.2	3.3	1.8	-3.5	630	1.6%	18.2	4.8	0.254	-0.134	1.35	-1.36	i	0.58	1347
CCC(CC)c1nc(C#N)c(NCc2ccccc2)o1	5.4%	i	2.8	15.3*	54.5*	30.4*	4.3	409	10.7%	15.0	1.5	1.57	-0.244	0.967	-1.2	i	-0.23	1386
NC(=O)C1CCN(C(=O)c2cc(S(=O)(=O)N3CCOCC3)c(Cl)cc2Cl)CC1	13.5%	i	-3.6	5.7	3.7	6.8	-9.6	1204	4.6%	14.4	-2.1	-0.448	-0.291	-0.115	0.534	i	1.07	1091
O=C(NCCCN1CCOCC1)c1ccc(CNS(=O)(=O)c2ccc(Br)cc2)cc1	-3.4%	i	-4.2	2.3	3.6	8.3	0.0	513	-3.9%	-6.9	-10.6	0.616	-0.173	1.42	-0.985	i	1.15	1158
CSc1ccccc1C(=O)Nc1nc2ccccc2[nH]1	3.4%	i	-17.6	2.4	2.6	5.4	-3.8	1080	4.1%	6.5	-7.4	-1.05	-0.215	-0.436	1.47	i	-0.19	1457
CCCNC(=S)N1CCC(C(=O)c2ccc3c(c2)OCCO3)CC1	-3.1%	i	14.2	1.7	2.1	11.1	-1.2	1102	-3.1%	18.0	21.8	-0.159	-0.00442	0.717	-0.346	i	-0.49	1210
O=C(c1cn(-c2ccc(Cl)c(Cl)c2)nn1)C1CC1	-3.2%	i	15.8	3.1	1.6	4.0	-0.1	1075	-4.6%	11.6	-14.5	1.55	-0.177	0.959	-0.537	i	-1.06	1155
Cc1c(C(=O)N2CCc3ccccc3C2)oc2ccc(S(=O)(=O)N3CCCCCC3)cc12	8.1%	i	-6.2	3.5	6.5	10.7	-0.3	525	8.4%	17.0	-4.2	0.725	-0.21	0.326	-0.647	i	-0.26	1267
Cc1cc(CNC(=S)Nc2ccc(Br)cc2Cl)nn1C	18.8%	i	-22.1	1.0	1.5	5.7	6.1	829	15.2%	6.6	5.9	-0.706	-0.28	-0.442	0.549	i	1.6	1548
O=C(O)c1cc([N+](=O)[O-])ccc1NCc1ccccc1Cl	-15.7%	i	9.9	1.1	1.7	8.8	-0.8	1149	-8.2%	1.8	12.5	0.86	-0.292	0.558	-0.207	i	-0.21	1268
C=CCOC(=O)C1C(=O)CC(C)(O)C(C(=O)OCC=C)C1c1ccc(OCC)cc1 (stereo unspecified)	4.6%	i	-0.6	4.1	1.4	9.4	0.0	942	3.5%	-24.8	-89.0	0.271	0.133	0.497	0.401	i	0.29	1663
C/C(=N\NC(=O)c1cc2ccccc2cc1O)c1ccc2c(c1)OCO2	25.4%	i	7.8	3.8	1.9	5.5	0.6	1416	15.3%	1.4	8.7	0.0447	-0.147	0.745	-0.349	.	0.55	1307
CC(=O)N1CCCc2cc(S(=O)(=O)N3CCc4ccccc4C3)ccc21	10.8%	i	12.7	4.2	1.5	7.1	-0.6	1094	6.1%	-8.4	-14.7	0.147	-0.256	0.438	1.01	i	0.57	1876

Random excerpt: 3 records from the list.
mol	human PMI inhibition	Autophagy HCS	Autophagy HCS cell loss 18 h	MT stabilizer	MT stabilizer Hoechst-high %	MT stabilizer cytotoxicity %	bCat nuc transl	bCat nuc transl cell count 5 µM	PMI inhibition	WT yeast gro inh	WT yeast gro inh mutant strain	Dynein cargo inh	Dynein cargo inh cytoplasmic EGFP	Dynein cargo inh nuclear GR-EGFP	Dynein cargo inh cell count	Yfh1-off respiration	Insulin prom up	Insulin prom up cell count
CCCNC(=S)N1CCC(C(=O)c2ccc3c(c2)OCCO3)CC1	-3.1%	i	14.2	1.7	2.1	11.1	-1.2	1102	-3.1%	18.0	21.8	-0.159	-0.00442	0.717	-0.346	i	-0.49	1210
O=C(O)c1cc([N+](=O)[O-])ccc1NCc1ccccc1Cl	-15.7%	i	9.9	1.1	1.7	8.8	-0.8	1149	-8.2%	1.8	12.5	0.86	-0.292	0.558	-0.207	i	-0.21	1268
CC(=O)N1CCCc2cc(S(=O)(=O)N3CCc4ccccc4C3)ccc21	10.8%	i	12.7	4.2	1.5	7.1	-0.6	1094	6.1%	-8.4	-14.7	0.147	-0.256	0.438	1.01	i	0.57	1876
